# Screens from PubChem BioAssay.
# DT40 TDP1 CPT = DT40-hTDP1 cell growth loss with CPT. Potency, µM (top dose mostly 46.2 µM), inactives show at the top dose activity change, negative = growth inhibition, actives largely listed as inhibitors. 420,000 tested, 12% active. chicken DT40 Tdp1-/-;hTDP1 cells + 20 nM CPT, ATP luminescence, 48 h. AID 686979; also: nearly all actives have a fitted effect of over 55% in size
#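 Chicken DT40 Tdp1-/- cells complemented with human TDP1, 400 cells/well, exposed to compounds plus 20 nM camptothecin for at least 48 h at 37 C; viability read as ATP content by CellTiter-Glo luminescence.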
# TDP1 block = blocks human tyrosyl-DNA phosphodiesterase 1; recombinant TDP1, AlphaScreen DNA substrate cleavage; Potency, µM (series often up to 130 µM), inactives show at the highest dose activity change, negative = inhibition, usual class: inhibitors; 350,000 tested, 0.28% active; AID 485290; also: nearly all actives have a fitted effect of over 40% in size
# Target sequence (Q9NUW8 whole entry, looked up): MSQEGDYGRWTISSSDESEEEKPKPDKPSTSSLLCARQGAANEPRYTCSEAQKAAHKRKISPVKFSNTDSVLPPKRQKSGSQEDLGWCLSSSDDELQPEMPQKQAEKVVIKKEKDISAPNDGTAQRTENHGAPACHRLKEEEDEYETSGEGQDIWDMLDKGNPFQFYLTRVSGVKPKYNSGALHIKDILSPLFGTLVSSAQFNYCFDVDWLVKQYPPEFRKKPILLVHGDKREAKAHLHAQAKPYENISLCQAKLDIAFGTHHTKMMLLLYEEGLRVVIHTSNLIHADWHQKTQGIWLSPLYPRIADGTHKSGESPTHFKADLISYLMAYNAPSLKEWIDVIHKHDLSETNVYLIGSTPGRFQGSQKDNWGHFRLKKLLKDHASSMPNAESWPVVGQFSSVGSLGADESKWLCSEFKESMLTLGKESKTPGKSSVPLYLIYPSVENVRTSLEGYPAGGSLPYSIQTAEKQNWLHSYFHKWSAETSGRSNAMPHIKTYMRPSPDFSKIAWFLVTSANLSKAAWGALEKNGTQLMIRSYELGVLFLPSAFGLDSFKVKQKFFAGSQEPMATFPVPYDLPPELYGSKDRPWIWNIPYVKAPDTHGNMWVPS
#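 Signal: AlphaScreen proximity between streptavidin donor and anti-FITC acceptor beads on intact substrate. Reaction: Tdp1 1 nM, substrate 15 nM final, 5 min RT after 15 min compound preincubation.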
# DT40 TDP1 no CPT = qHTS for Inhibitors of human tyrosyl-DNA phosphodiesterase 1 (TDP1): qHTS in cells in absence of CPT. DT40 Tdp1-/- hTDP1 cells, no CPT, ATP luminescence, 48 h. Potency, µM (highest dose often 46.2 µM), for the others: at the top dose activity change, negative = growth inhibition, hits mostly inhibitors. 420,000 tested, 15% active. AID 686978, 2013; also: nearly all actives have a fitted effect of over 55% in size
#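 Stably hTDP1-transfected Tdp1-null chicken DT40 cells were treated with library compounds minus camptothecin and grown for at least 48 hr at 37 °C, after which cellular ATP was quantified by luminescence.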
# An asterisk follows results filed as active; ? = inconclusive; . = not tested or not shown; & = joins results of further samples; [ ] = dose if it differs, or a comment. Calls follow the shape of the dose curve; as a rule, active = well fitted curve in the direction sought with a large enough effect; inconclusive = small, poorly fitted or top-dose-only effect, or another doubt; inactive = no such curve, though single readings can be large; an effect the other way counts as inactive or inconclusive. % is scaled to controls: 0 for no effect and ±100 for the full control effect; potency is read from the fitted curve at half-maximal effect.
# Sample of the layout (five entries):
item	smiles	DT40 TDP1 CPT	TDP1 block	DT40 TDP1 no CPT
1	CC(CCc1ccccc1)NC(=O)COC(=O)C(CCC(N)=O)NC(=O)c1ccc(F)cc1 (stereo not given)	1%	-3%[56.1 µM]	-2%
2	COc1ccc(NC(=O)Nc2ccc3c(c2)C(=O)N([C@H](C)CO)C[C@H](C)[C@H](CN(C)Cc2ccc(C(=O)O)cc2)OCCCC[C@@H](C)O3)cc1	1%	.	-33%
3	Oc1c(C=NCc2ccncc2)sc2ccccc12	-5%	12%	-4%
4	CCc1ccc(C(=O)c2cn(CC(=O)Nc3ccc4c(c3)OCO4)c3ccc(OC)cc3c2=O)cc1	?	.	?
5	Nc1c(C(=O)Nc2ccc3c(c2)OCCO3)nnn1Cc1ccccc1	?	5%	-27%

# The listing, from the first entry:
item	smiles	DT40 TDP1 CPT	TDP1 block	DT40 TDP1 no CPT
1	CC(CCc1ccccc1)NC(=O)COC(=O)C(CCC(N)=O)NC(=O)c1ccc(F)cc1 (stereo not given)	1%	-3%[56.1 µM]	-2%
2	COc1ccc(NC(=O)Nc2ccc3c(c2)C(=O)N([C@H](C)CO)C[C@H](C)[C@H](CN(C)Cc2ccc(C(=O)O)cc2)OCCCC[C@@H](C)O3)cc1	1%	.	-33%
3	Oc1c(C=NCc2ccncc2)sc2ccccc12	-5%	12%	-4%
4	CCc1ccc(C(=O)c2cn(CC(=O)Nc3ccc4c(c3)OCO4)c3ccc(OC)cc3c2=O)cc1	?	.	?
5	Nc1c(C(=O)Nc2ccc3c(c2)OCCO3)nnn1Cc1ccccc1	?	5%	-27%
6	CCCCCn1c(Sc2nc3ccccc3s2)nc2c1c(=O)[nH]c(=O)n2C	16µM*	4%	?
7	CC1CN(CC(=O)N2CCc3[nH]c4ccccc4c3C2)CC(C)O1 (stereo not given)	-8%	4%	?
8	O=C(O)c1cc(NCc2ccc3c(c2)OCO3)ccc1N1CCOCC1	-53%	-2%	2%
9	COc1cccc(C2=NOC(C(=O)NCc3ccccc3)C2)c1 (stereo not given)	5.2µM*	-1%	4.6µM*
10	CN(C)C(=O)c1ccc(COc2ccccc2Br)o1	?	0%	?
11	COc1ccc(NS(=O)(=O)c2cn(C)c(=O)n(C)c2=O)cc1	-5%	-2%	18%
12	CN(CC(=O)NCc1ccc(Cl)cc1)S(=O)(=O)c1ccc2c(c1)c(=O)n(C)c(=O)n2C	-5%	2%	-21%
13	COc1ccc(CC(=O)NCc2ccc3c(c2)CCN3C(=O)c2ccccc2)cc1OC	1%	3%	2%
14	O=C(O)c1cc(NS(=O)(=O)c2cccc3nsnc23)cc(C(=O)O)c1	-5%	.	-6%
15	CC1CN(S(=O)(=O)c2cccc3nsnc23)CC(C)O1 (stereo not given)	0%	0%	-18%
16	C[C@H](CO)N1C[C@H](C)[C@@H](CN(C)S(=O)(=O)c2ccccc2)Oc2c(NC(=O)C3CC3)cccc2C1=O	-1%	.	0%
17	CCn1c(SCC(=O)N(C)Cc2ccc(OC)c(F)c2)nc2cc(S(N)(=O)=O)ccc21	1%	13%	1%
18	COc1ccc2cc(CNCCOCCOCCNCc3ccc4cc(OC)ccc4c3)ccc2c1	2.6µM*	.	2.6µM*
19	CCCc1cc(C(=O)NNC(=S)NCC)c2ccccc2n1	?	0%	?
20	Cc1ccc(NC(=O)CN2C(=O)N/C(=C\c3cccn3-c3cccc(C(=O)O)c3)C2=O)cc1	3%	2.8µM*	-28%
21	N#CCCn1c(=O)c(CCc2ccccc2)nc2cnc(Oc3ccccc3)nc21	3%	.	?
22	O=C(CCc1nnc2ccc(NCc3ccco3)nn12)Nc1ccccn1	3%	25µM*	-15%
23	Cc1ccc2c(CN3CCN(CCO)CC3)cc(=O)oc2c1C	7%	-2%	-25%
24	Cc1cc(NCCCO)n2c(nc3ccccc32)c1C#N	7%	0%	-48%
25	CCN(CC)CCCNc1oc(-c2cccc(Cl)c2)nc1C#N	?	0%	23µM*
26	CC1(C(=O)NS(=O)(=O)c2cccc(Cl)c2)CCN1C(=O)CC1CCCC1 (stereo not given)	-14%	.	-14%
27	CCOC(=O)c1c(NC(=O)CSc2nnc(-c3cccnc3)n2Cc2ccco2)sc(C)c1C	-45%	6%	-59%
28	COc1ccc(CNC(=S)Nc2ccccc2)cc1Cl	-22%	.	-10%
29	O=C1Cc2ccccc2C(=O)N1c1ccccc1	?	14%	?
30	Nc1nc(O)c(CC(=O)O)s1	-1%	0%	-6%

# Given as labelled records: part of the list above
25: CCN(CC)CCCNc1oc(-c2cccc(Cl)c2)nc1C#N
  DT40 TDP1 CPT: ?	TDP1 block: 0%	DT40 TDP1 no CPT: 23µM*
11: COc1ccc(NS(=O)(=O)c2cn(C)c(=O)n(C)c2=O)cc1
  DT40 TDP1 CPT: -5%	TDP1 block: -2%	DT40 TDP1 no CPT: 18%

# Continuation.
item	smiles	DT40 TDP1 CPT	TDP1 block	DT40 TDP1 no CPT
31	CCn1nc(C(=O)NCCc2ccc3c(c2)OCCO3)c2ccccc2c1=O	-19%	0%	?
32	COc1ccc(OCCOC(=O)C(C)NS(=O)(=O)c2ccc(NC(C)=O)cc2)cc1 (stereo not given)	-15%	2%	?
33	CNC(=O)c1c(Cl)cnn1-c1ccc(F)cc1	-4%	.	6%
34	O=C(c1ccc(Cl)nc1)N1CCC(Cc2ccccc2)CC1	-14%	1%	-28%
35	O=C(COC(=O)c1ccc2ncsc2c1)Nc1cc(Cl)ccc1F	-11%	3%	1%
36	O=C1C2C(C(=O)N1Cc1cccnc1)C1C=CC2C12CC2 (stereo not given)	-5%	4%	-16%
37	O=C(Nc1ccc(Cl)cc1F)c1ccc(-n2cncn2)cc1	-5%	0%	2%
38	COc1ccc(Cl)cc1C(=O)Nc1ccc(Br)c(C)n1	?	0%	?
39	COc1ccc(CCNC(=O)C2CCN(C(=O)c3ccc(Br)cc3)CC2)cc1	?	.	?
40	Cc1cc(=O)oc2cc(NC(=O)C(C)Oc3cccc(Cl)c3)ccc12 (stereo not given)	?	1%	?
41	CCN(CCO)c1ccc(NC(=S)Nc2cccc(S(=O)(=O)N(C)C)c2)cc1	-13%	0%	?
42	O=C(COc1ccc(Br)cc1Cl)NC(=O)Nc1ccc2c(c1)OCCO2	-21%	3%	-17%
43	CN(CC(=O)O)c1ccc(/C=C2\C=Cc3ccccc32)cc1	?	.	?
44	COc1ccc(CNC(=O)C[C@@H]2C[C@H]3c4cc(NC(=O)NC5CCCC5)ccc4O[C@H]3[C@H](CO)O2)cc1	?	.	13µM*
45	CN(CCCNC(=O)CCC(=O)N1CCOc2ccc(Cl)cc21)Cc1ccccc1	?	.	?
46	O=C(CCN1CCOCC1)Nc1ccc2c(c1)CCC2	-3%	6%	1%
47	C[C@@H]1CN([C@H](C)CO)C(=O)c2cc(C#Cc3ccccc3F)cnc2O[C@@H]1CN(C)S(=O)(=O)c1ccccc1F	-2%	.	-1%
48	COc1ccc(S(=O)(=O)N2CCOC23CCN(C(=O)c2ccccc2Br)CC3)cc1	0%	4%	13%
49	COc1ccc(S(=O)(=O)NCCc2ccccc2)cc1OC	-1%	.	-8%
50	CCc1ccc(Sc2cc(C(=O)NCc3cccc(OC)c3)c3ccccc3n2)cc1	16µM*	-8%	?
51	COC(=O)C1=C(C)N(c2ccc(C)cc2)/C(=C/c2cccs2)C1=O	?	0%	26µM*
52	CNC(=O)CN1C(=O)COc2ccc(S(=O)(=O)N3CCCCCC3)cc21	1%	2%&1%	24%
53	Cc1cc(Nc2cccc(F)c2)n2nc(-c3ccco3)nc2n1	18µM*	1%	?
54	O=C(OCN1C(=O)c2ccccc2C1=O)c1cc(S(=O)(=O)N2CCOCC2)ccc1F	-3%	0%	12%
55	Cc1cc2oc(=O)cc(CN3CCCCC3C)c2cc1C(C)C (stereo not given)	?	-7%[0.0935 µM]	?
56	COc1cccc(-c2nc(-c3ccccc3)c3ccc(Cl)cc3n2)c1	-29%	.	-2%
57	O=C(NCCc1ccccc1)C1CCC(CNc2c(N3CCCCC3)c(=O)c2=O)CC1 (stereo not given)	?	-1%	?
58	CCOc1cc(Cl)c(NC(=O)CC)cc1OCC	-2%	4%	1%
59	CC(C)(C)c1ccc(C(=O)NCC2CCCN2S(=O)(=O)c2ccccc2)cc1 (stereo not given)	8.2µM*	.	12µM*
60	O=C1CCCN2N=C(SCC(=O)N3CCCCC3)SC2=N1	0%	.	-8%

# 5 compounds picked at random from the list so far, as already listed:
item	smiles	DT40 TDP1 CPT	TDP1 block	DT40 TDP1 no CPT
59	CC(C)(C)c1ccc(C(=O)NCC2CCCN2S(=O)(=O)c2ccccc2)cc1 (stereo not given)	8.2µM*	.	12µM*
41	CCN(CCO)c1ccc(NC(=S)Nc2cccc(S(=O)(=O)N(C)C)c2)cc1	-13%	0%	?
43	CN(CC(=O)O)c1ccc(/C=C2\C=Cc3ccccc32)cc1	?	.	?
57	O=C(NCCc1ccccc1)C1CCC(CNc2c(N3CCCCC3)c(=O)c2=O)CC1 (stereo not given)	?	-1%	?
47	C[C@@H]1CN([C@H](C)CO)C(=O)c2cc(C#Cc3ccccc3F)cnc2O[C@@H]1CN(C)S(=O)(=O)c1ccccc1F	-2%	.	-1%

# Continuation.
item	smiles	DT40 TDP1 CPT	TDP1 block	DT40 TDP1 no CPT
61	COc1ccc(-c2noc(CCCC(=O)Nc3ccc(C(N)=O)cc3)n2)cc1	-24%	5%	-25%
62	Cc1ccccc1NC(=O)CC(=O)c1ccccc1	10%	.	8%
63	Cc1csc2c(N3CCN(S(=O)(=O)c4ccc(Cl)cc4)CC3)ncnc12	-21%	7%	23µM*
64	O=C1C=C(c2ccc3ncccc3c2)C[C@@H](c2ccc(F)cc2)C1	?	4%	?
65	COc1cccc(NCc2nnc(SC(C(=O)N(C)C)c3ccccc3)n2C2CCCCC2)c1 (stereo not given)	6%	.	-27%
66	Cc1ccc2[nH]c(C(=O)O)c(NC(=O)CN3CCN(c4cccc(C)c4C)CC3)c2c1	?	1%	23µM*
67	Cc1ccc(Nc2ccc(C(=O)O)cc2N)cc1	-8%	5%	-22%
68	CCn1cnc2c1c(=O)n(CC(=O)Nc1cc(C)on1)c(=O)n2Cc1ccccc1	-14%	-2%	-4%
69	N#C/C(=C\c1ccc(N2CCOCC2)o1)c1ccccc1	10µM*	12%	?
70	Cc1cc(C)n2nc(SCC(=O)N3CCCCC3C)nc2n1 (stereo not given)	-17%	2%	8%
71	CCn1c(=NC(=O)CS(=O)(=O)c2ccc(C)cc2)sc2cccc(OC)c21	?	.	16µM*
72	CCOC(=O)C1CCN(C(=O)COC(=O)CNS(=O)(=O)c2ccc(SC)c([N+](=O)[O-])c2)CC1	-21%	.	-14%
73	CCCS(=O)(=O)N1CCN(CCN2C(=O)c3cccc4cccc(c34)C2=O)CC1	?	-5%	?
74	CN(CC(=O)NCCc1ccc(S(N)(=O)=O)cc1)Cc1c(F)cccc1Cl	20%	-8%	-16%
75	COC(=O)c1cc(NC(=O)c2sc3ccccc3c2Cl)cc(C(=O)OC)c1	-28%	5%[12.3 µM]	?
76	O=C(/C=C/c1ccco1)NC(=S)Nc1ccccc1N1CCOCC1	-24%	8%	?
77	CCN(c1ccccc1)S(=O)(=O)c1ccc(Cl)c(NC(=O)CSc2nc(N)cc(=O)[nH]2)c1	-26%	.	-23%
78	COc1cc(C(=O)Nc2sc3c(c2C#N)CCCC3)c(Br)c(OC)c1OC	?	4%[12.3 µM]	3.3µM*
79	CC(NC(=O)c1ccco1)C(=O)Nc1nc(-c2ccccn2)cs1 (stereo not given)	5.8µM*	0%	5.8µM*
80	CC(=O)Nc1ccc(NS(C)(=O)=O)cc1	-22%	1%	-26%
81	CC(C)c1ccc(-c2nn(-c3ccccc3)cc2C(=O)NCC2CCCO2)cc1 (stereo not given)	-104%	-8%	?
82	Cc1cccc(NC(=O)CSc2nc(-c3cccs3)cc(C(F)(F)F)c2C#N)c1	-15%	-3%	-14%
83	C=CCSc1nc2sc3c(c2c(=O)[nH]1)CC(C)(C)OC3	-20%	.	-20%
84	Cc1cccc(NC(=O)CSCC(=O)N2CCN(C(=O)c3ccco3)CC2)c1	9%	1%	7%
85	COc1ccc([C@H]2C=C(C(=O)O)O[C@@H](OCc3ccc(CO)cc3)C2)cc1	4%	6%	0%
86	O=C(c1cc2n(n1)C(C(F)(F)F)CC(c1ccc(Cl)cc1)N2)N1CCCC1 (stereo not given)	?	-2%	?
87	COc1cc(/C=C/C(=O)OCC(=O)Nc2ccc(Cl)cn2)ccc1O	-29%	28µM*	-22%
88	Cc1cc(C(=O)N2CCN(c3ccccn3)CC2)c(C)o1	18µM*	0%	13µM*
89	O=C(CCC(=O)OCc1ccc(C(=O)Oc2ccc(Cl)cc2)cc1)Nc1ccccc1	-1%	-3%	7%
90	COc1cc(CN2CCN(C(=O)CC(C)C)CC2)c([N+](=O)[O-])cc1OC	-14%	.	-25%

# Rows were taken by chance (roughly 18% active in at least one column).
